Screening results: PubChem, National Center for Advancing Translational Sciences (NCATS)
HBB splicing – hemoglobin beta splicing modulation | HBB splicing reporter cell assay, activation; EGFP reporter with mutant IVS2-654 intron; response scale: normalised to 500 nM splice-correcting PNA | Potency, µM (titrated, usually from 46.1 µM), for inactives: at the top dose activation, hits mostly activators | 0.06% of 65,000 active | AID 925; note: potency is the fitted concentration of half-maximal effect; 0% is about no effect
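HeLa cells stably expressing EGFP interrupted by mutant beta-globin intron 2 (IVS2-654), 500/well in 2% FCS. Treated with compound for 2 days at 37C. Splicing correction scored as total well GFP intensity (488 nm excitation, 500-520 nm emission); 500 nM antisense PNA served as control.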
15-hLO inh – inhibitors of human 15-lipoxygenase (ALOX15) | P16050 | purified 15hLO-1, xylenol orange hydroperoxide absorbance | Potency, µM (top dose mostly 57.1 µM), without a hit: top-dose activity change, negative = inhibition, usual class: inhibitors | 1.4% of 74,000 active; note: potency is the fitted concentration of half-maximal effect; % is set by controls: 0 for no effect and ±100 for the full control effect; nearly all actives have a fitted effect of over 55% in size
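Compounds were preincubated 15 min at room temperature with 40 nM purified human enzyme (25 mM Hepes pH 7.5, 0.01% Triton X-100); 50 uM arachidonic acid reacted 6 min. Fe-xylenol orange detection, 30 min, absorbance ratio 573/405 nm.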
CRE-bla Fsk – modulators of forskolin-stimulated CRE signaling in CHO cells | Potency, µM (highest dose often 38.2 µM), for the others: at the highest dose activity change, negative = inhibition, actives largely listed as activators | 2.5% of 71,000 active | CHO CRE-bla reporter (cAMP response element driving beta-lactamase), forskolin EC10, beta-lactamase ratio; active = well fitted activation curve with a large enough effect in the signal ratio, with a control signal flat, not every such curve was filed as active; inconclusive = small, poorly fitted or top-dose-only effect, or effect the other way, or a change in a side signal; the % refers to the signal ratio; note: potency is the fitted concentration of half-maximal effect; % of control where 0% means no effect
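CRE-bla CHO reporter cells treated with compound titration plus EC10 NKH 477 (water-soluble forskolin), incubated 3 h at 37 °C; CCF4 loading 2 h at room temperature, 460/530 nm emission ratio read, AC50 values derived for positive or negative modulators.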
GFP derepression – epigenetic GFP locus derepression in mouse cells | 0.09% of 68,000 active | mouse C127i GFP locus derepression, cytometry, 30 h | AID 597 | Potency, µM (titrated, usually from 46.1 µM), for the others: at the highest dose GFP derepression (activation); note: % of control where 0% means no effect
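Locus derepression in mouse mammary C127i cells whose integrated CMV-GFP reporter is normally silent; GFP expression after 30 h compound treatment was quantified by counting fluorescent cells.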
Tau filament bind – binds recombinant human tau filaments | AID 596 | 2% of 71,000 active | P10636 | recombinant tau filaments, thioflavin S fluorescence, 15 h; filaments grown with octadecylsulfate alongside compound | Potency, µM (top dose mostly 57.1 µM), without a hit: at the top dose activity change, negative = inhibition;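 note: potency is the fitted concentration of half-maximal effect; % is set by controls: 0 for no effect and ±100 for the full control effect; actives lower thioflavin S fluorescence by blocking filaments or displacing dye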
Target sequence (P10636 whole entry, looked up): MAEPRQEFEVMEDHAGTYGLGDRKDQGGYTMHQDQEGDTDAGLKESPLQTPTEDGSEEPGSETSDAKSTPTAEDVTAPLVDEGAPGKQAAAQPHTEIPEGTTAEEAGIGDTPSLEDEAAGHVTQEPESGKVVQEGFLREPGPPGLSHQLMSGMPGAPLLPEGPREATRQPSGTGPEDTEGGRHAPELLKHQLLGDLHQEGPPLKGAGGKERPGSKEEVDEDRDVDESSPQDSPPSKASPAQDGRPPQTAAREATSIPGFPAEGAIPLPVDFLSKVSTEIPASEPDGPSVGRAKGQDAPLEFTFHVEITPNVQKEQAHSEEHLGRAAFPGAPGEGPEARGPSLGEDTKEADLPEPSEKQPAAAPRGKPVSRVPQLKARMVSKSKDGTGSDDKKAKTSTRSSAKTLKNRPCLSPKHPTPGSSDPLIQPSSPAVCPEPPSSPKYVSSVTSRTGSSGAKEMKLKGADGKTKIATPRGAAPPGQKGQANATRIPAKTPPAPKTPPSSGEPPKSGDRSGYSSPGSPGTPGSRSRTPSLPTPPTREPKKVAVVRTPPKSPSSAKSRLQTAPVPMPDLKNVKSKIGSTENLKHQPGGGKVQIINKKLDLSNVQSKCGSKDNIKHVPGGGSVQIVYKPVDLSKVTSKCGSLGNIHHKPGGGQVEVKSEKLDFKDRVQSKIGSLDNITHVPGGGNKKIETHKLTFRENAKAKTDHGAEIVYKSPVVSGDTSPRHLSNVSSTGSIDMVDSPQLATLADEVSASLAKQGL
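Recombinant tau protein (human, 1 uM final) plus 30 uM ODS in HEPES pH 7.4 with NaCl, DTT and thioflavine S. Compound present from the start; fluorescence at 510 nm after 15 h, 37 C.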
Ub-GFP proteasome – ubiquitin-GFP accumulation via proteasome inhibition; AID 526; 67,000 tested, under 10 active; Ubiquitin-GFP reporter cells, proteasome inhibition, GFP fluorescence; response scale: untreated = 0%, 10 µM MG-132 = 100%; Potency, µM (titrated, usually from 45.9 µM), for the others: top-dose activation (GFP accumulation), actives largely listed as activators; active = well fitted activation curve with a large enough effect, not every such curve was filed as active; inconclusive = small, poorly fitted or top-dose-only effect, or another doubt; inactive = no such curve, though single readings can be large or run the other way; note: potency is the fitted concentration of half-maximal effect
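Proteasome block read as GFP accumulation: ubiquitin(G76V)-GFP U2OS cells exposed to compound (2.9 nM–46 uM) for 4 hr at 37 C. Normalization used untreated cells as 0% and 10 uM MG-132 as 100%; concentration-response curves fitted.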
HADH2 inhib – inhibitors of human HADH2 dehydrogenase; Q99714; AID 886; Potency, µM (titrated, usually from 57.1 µM), for inactives: at the top dose activity change, negative = inhibition, usual class: inhibitors; recombinant HADH2, NADH fluorescence, beta-hydroxybutyryl-CoA; 3.4% of 73,000 active; note: potency is the fitted concentration of half-maximal effect; % is set by controls: 0 for no effect and ±100 for the full control effect; nearly all actives have a fitted effect of over 60% in size; many of its hits are not listed in these tables
Target sequence (Q99714 whole entry, looked up, one chain of several): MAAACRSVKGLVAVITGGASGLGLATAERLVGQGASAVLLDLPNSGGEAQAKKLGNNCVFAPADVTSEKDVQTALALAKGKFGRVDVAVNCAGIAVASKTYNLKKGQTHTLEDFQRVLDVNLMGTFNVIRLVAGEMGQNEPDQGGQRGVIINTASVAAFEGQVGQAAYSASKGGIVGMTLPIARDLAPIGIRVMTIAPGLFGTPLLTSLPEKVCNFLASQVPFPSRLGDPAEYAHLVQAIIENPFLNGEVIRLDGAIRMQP
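Read-out: 360 nm excitation, 450 nm emission, kinetic over 4 min. Conditions: His-tagged human HADH2 20 nM, pH 9.0 Tris with Tween-20, 1 mM NAD+, 90 uM beta-hydroxybutyryl-CoA.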
DNA Pol III inh – DNA polymerase III holoenzyme inhibition; AID 603; 0.25% of 71,000 active; Potency, µM (series often up to 57.1 µM), for inactives: at the highest dose activity change, negative = inhibition; reconstituted DNA polymerase III holoenzyme replication, biochemical; note: potency is the fitted concentration of half-maximal effect; % is set by controls: 0 for no effect and ±100 for the full control effect
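Reconstituted *E. coli* holoenzyme (0.35 nM Pol III, 1 nM beta, 154 nM SSB, 2 nM primase) was preincubated with compound for 15 min at RT. Synthesis on 1.4 nM ssM13Gori ran 35 min, then was stopped with PicoGreen/EDTA and read as dsDNA fluorescence.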
ERK AVP block – blocks ERK signaling stimulated by vasopressin; Potency, µM (series often up to 57.5 µM), for inactives: top-dose activity, negative = inhibition, usual class: inhibitors; HEK293-V1b, vasopressin-stimulated pERK AlphaScreen; AID 995; 0.99% of 72,000 active; note: potency is the fitted concentration of half-maximal effect; % is set by controls: 0 for no effect and ±100 for the full control effect; nearly all actives have a fitted effect of over 55% in size
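Overnight-seeded V1b-HEK293 cells in 1% FBS got compound, then vasopressin (25 nM final, 5 min, 37C), then lysis buffer. AlphaScreen detection of phospho-ERK; activity normalized to basal and full-stimulation controls.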
Luciferase inh – firefly luciferase inhibition | P08659 | purified firefly luciferase, luminescence, 8 min | Potency, µM (highest dose often 57.1 µM), for the others: at the highest dose activity change, negative = inhibition, most hits filed as inhibitors | 2.2% of 72,000 active | AID 411; note: potency is the fitted concentration of half-maximal effect; % is set by controls: 0 for no effect and ±100 for the full control effect; nearly all actives have a fitted effect of over 40% in size
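qHTS concentration-response profiling: light output of P. pyralis luciferase with luciferin and 10 uM ATP, imidazole buffer pH 7.2. Read by luminescence after 8-min room-temperature incubation.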
Hsp90 Hop PPI – changes Hsp90-Hop TPR2A binding signal, up or down; AlphaScreen TPR2A-His6 binding biotin-Hsp90 C-terminal peptide; 0.44% of 71,000 active; AID 595; Potency, µM (series often up to 57 µM), for inactives: at the highest dose activity change, negative = inhibition; active = well fitted curve in either direction with a large enough effect; inconclusive = small, poorly fitted or top-dose-only effect, or another doubt; note: potency is the fitted concentration of half-maximal effect; % is set by controls: 0 for no effect and ±100 for the full control effect; many of its hits are not listed in these tables
Starred values were filed as active, the others as inactive; i = inactive; ? = inconclusive; / = not tested or not shown; [ ] = remark or other dose. Unless noted, calls come from the whole dose curve; as a rule, active = well fitted curve in the direction sought with a large enough effect; inconclusive = small, poorly fitted or top-dose-only effect, or another doubt; inactive = no such curve, though single readings can be large; an effect the other way counts as inactive or inconclusive.

[1] CC(=O)c1cccc(NC(=O)N2CCCC2C(=O)NCc2ccccc2)c1 (centres undefined)
[2] Cc1nn(Cc2ccc(Cl)c(Cl)c2)c(C)c1NC(=O)c1cc(-c2ccco2)on1
[3] CC(C)(C)OC(=O)NC(CCNC=C1C(=O)OC(C)(C)OC1=O)C(=O)O (centres undefined)
[4] CCC(c1nnnn1CCc1ccccc1)N1CCN(C(=O)c2ccco2)CC1 (centres undefined)
[5] CS(=O)(=O)N1CCN(C(=O)c2ccc(-c3ccccc3)cc2)CC1
[6] CNC(=O)Nc1cc(C(C)(C)C)no1
[7] c1csc(-c2csc(-c3cccs3)n2)c1
[8] CCC(C)NC(=O)Cn1cnc2sc(C)cc2c1=O (centres undefined)

assay / entry,1,2,3,4,5,6,7,8
HBB splicing,-0.2%[57.5 µM],7.3%,-1.4%,-0.3%[57.5 µM],-2.2%,-1.6%,-0.1%[57.5 µM],-4.3%
15-hLO inh,7%,?,10%,-1%,4%,-1%,-3%,-2%
CRE-bla Fsk,-11%,?,-3%,-6%,4%,?,-6%,?
GFP derepression,1%,0%,4%,-3%,0%,0%,-3%,2%
Tau filament bind,8%,103%,13%,6%,15%,2%,-4%,-11%
Ub-GFP proteasome,-5%,-2%,0%,1%,-3%,-3%,4%,10%
HADH2 inhib,13%,6%,-1%,14%,3%,6%,-2%,1%
DNA Pol III inh,-5%,-2%,1%,2%,-5%,-1%,1%,6%
ERK AVP block,36%[activator],2%,17%,8%,-12%,16%,-17%,-6%
Luciferase inh,3%,0%,0%,0%,2%,0%,-14%,0%
Hsp90 Hop PPI,0%,0%,-5%,-2%,-3%,1%,28%,6%

[9] O=C(CN1C(=O)CSC1=O)Nc1ccccc1N1CCOCC1
[10] COc1cc(OC)c(C2C(C#N)=C(N)Oc3cc(C)n(CCCN4CCOCC4)c(=O)c32)cc1OC (centres undefined)
[11] Cn1cccc1C(=O)N1CCC2(CC1)CCN(c1ccc(-c3ccccc3)cc1)CC2
[12] COc1cccc(-n2c(CNc3ccc(F)cc3)nnc2SCC(N)=O)c1
[13] O=C(Nc1ccc(Cl)cc1)Nc1ccc2c(c1)N1CCN=C1S2
[14] CCc1ccc2nc(SCC(=O)N(CC)CC)c(C#N)cc2c1
[15] CCOC(=O)Nc1ccc(S(=O)(=O)NCc2ccccc2)cc1
[16] CC(C)Cn1c(=O)c(C(=O)Nc2ccccc2S(N)(=O)=O)c(O)c2ccccc21

assay / entry,9,10,11,12,13,14,15,16
HBB splicing,/,0.5%[0.369 µM],-2.3%,/,0.4%[57.5 µM],-2.3%,1.6%,-0.9%[9.22 µM]
15-hLO inh,-2%,13%,-10%,1%,-1%,-13%,1%,-8%
CRE-bla Fsk,0%,-12%,-8%,-4%,?,?,23%,?
GFP derepression,0%,-2%,0%[9.22 µM],2%,-2%,-2%,7%,-2%
Tau filament bind,-14%,-12%,16µM*,-6%,249%,-3%,65%,i
Ub-GFP proteasome,1%,/,-2%,3%,2%,-2%,11%,12%
HADH2 inhib,?,5%,17%,-5%,4%,2%,1%,2%
DNA Pol III inh,-1%,-2%,15%,-1%,0%,-1%,-1%,-1%
ERK AVP block,7%,9%,-30%,-14%,32µM*,13%,16%,1%
Luciferase inh,5%,2%,-1%[11.4 µM],3%,-16%,2%,1%,-3%
Hsp90 Hop PPI,-1%,-3%,-23%,-11%,-8%,3%,1%,-3%

Part of the list above, reduced to Ub-GFP proteasome, HADH2 inhib and ERK AVP block:
No.	Compound	Ub-GFP proteasome	HADH2 inhib	ERK AVP block
11	Cn1cccc1C(=O)N1CCC2(CC1)CCN(c1ccc(-c3ccccc3)cc1)CC2	-2%	17%	-30%
12	COc1cccc(-n2c(CNc3ccc(F)cc3)nnc2SCC(N)=O)c1	3%	-5%	-14%
13	O=C(Nc1ccc(Cl)cc1)Nc1ccc2c(c1)N1CCN=C1S2	2%	4%	32µM*

(further entries)
[17] O=C1c2ccccc2CN1CCNS(=O)(=O)c1ccc(Cl)cc1
[18] CCOc1ccc(C2C(C(=O)Nc3ccc(F)cc3)=C(C)Nc3nc(CCCO)nn32)cc1 (centres undefined)
[19] COC(=O)c1ccc(-c2ccc(CNCC(O)c3ccccc3)o2)cc1 (centres undefined)
[20] Cc1ccc2c(c1)C(O)(CC(=O)c1cccnc1)C(=O)N2 (centres undefined)
[21] CCOCCn1c(N2CCN(c3ccc(OC)cc3)CC2)nc2c1c(=O)n(C)c(=O)n2C
[22] O=C(CC1(O)C(=O)Nc2cc(Cl)cc(Cl)c21)c1ccccc1O (centres undefined)
[23] CN(C(=O)c1ccc(NC(=O)C2CC=CCC2C(=O)O)cc1)c1ccccc1 (centres undefined)
[24] O=C(Sc1nnc(-c2ccccc2)o1)N1c2ccccc2Sc2ccccc21

assay / entry,17,18,19,20,21,22,23,24
HBB splicing,-0.2%[57.5 µM],1.1%,2.3%[57.5 µM],0.2%,-3.5%[57.5 µM],-2.0%,-0.4%,1.2%[0.0738 µM]
15-hLO inh,10%,6%,4%,0%,-3%,-18%,1%,2.5µM*
CRE-bla Fsk,0%,-5%,-8%,-5%,?,?,1%,?
GFP derepression,2%,2%,2%,-5%,9%,0%,0%,0%
Tau filament bind,-9%,9%,30%,-8%,1%,-4%,-13%,-22%[11.4 µM]
Ub-GFP proteasome,5%,-3%,3%,0%,5%,-3%,-2%,-5%[9.17 µM]
HADH2 inhib,-5%,-9%,?,-9%,3%,-20%,-2%,-24%[11.4 µM]
DNA Pol III inh,-8%,2%,12%,-2%,-6%,-2%,-6%,6%[11.4 µM]
ERK AVP block,-17%,9%,-9%,-12%,-1%,0%,-2%,-21%
Luciferase inh,1%,1%,1%,1%,3%,0%,-1%,-6%
Hsp90 Hop PPI,-5%,-6%,-5%,1%,-2%,-5%,-4%,-20%[11 µM]

[25] Oc1cccc(Nc2ccccc2)c1
[26] O=C(NCCc1c[nH]c2ccccc12)C1CCN(c2nnc(N3CCCC3=O)s2)CC1
[27] CCN(CC)c1ccc(NC(=O)Cn2cc3c(n2)CCC(C)C3)c(C)c1 (centres undefined)
[28] CCOc1ccccc1-n1nnnc1SCc1nc2ccccc2s1
[29] O=C(CN1C(=O)CSC1=O)c1ccccc1
[30] CCCCn1c(C(C)NC(=O)CCC)nc2ccccc21 (centres undefined)
[31] Cc1c(Br)cc(C(=O)NCCCN2CCOCC2)c(C)c1C
[32] CCOc1ccc(CNC23CN4CN(CN(C4)C2)C3)cc1
[33] Cc1c(NC(=O)CSc2nncc3ccccc23)c(=O)n(-c2ccccc2)n1C
[34] COCCn1c(=O)c(-c2cc(F)cc(F)c2)nc2cnc(OC)nc21

assay / entry,25,26,27,28,29,30,31,32,33,34
HBB splicing,0.0%,-3.7%,-1.1%,-1.0%,/,-1.0%,-1.5%[0.0738 µM],/,-0.5%,-0.2%
15-hLO inh,-6%,-7%,-18%,-17%,1%,-3%,-16%[11.4 µM],2%,-2%,0%
CRE-bla Fsk,-4%,?,-11%,-2%,-2%,-7%,?,-1%,-9%,5%
GFP derepression,/,-3%,-9%,-1%,-1%,/,-2%,-1%,6%,24%[9.22 µM]
Tau filament bind,-14%,?,-23%,11%,-1%,-2%,12%[11.4 µM],-10%,-13%,-9%
Ub-GFP proteasome,/,5%,0%,4%,-4%,7%,21%[9.17 µM],-1%,-3%,1%
HADH2 inhib,-14%,11%,-10%,-13%,-2%,15%,9%[11.4 µM],-2%,-5%,-13%
DNA Pol III inh,4%,-4%,-11%,2%,-4%,-4%,10%[11.4 µM],2%,-4%,-11%
ERK AVP block,2%,15%,?,?,-3%,/,-2%,3%,-3%,-14%
Luciferase inh,/,0%,1%,-13%,5%,0%,-4%,-2%,0%,0%[11.4 µM]
Hsp90 Hop PPI,-4%,-7%,-12%,23%,-2%,-1%,-8%[11 µM],-10%,-6%,-5%

Not all compounds are listed; the hit share may differ from the screen's.
